# JMJD2A Tudor: qHTS Assay for Inhibitors of JMJD2A-Tudor Domain; Lysine-specific demethylase 4A (Homo sapiens), O75164; AlphaScreen JMJD2A-Tudor / H3K4me3 peptide binding; Potency, µM (doses to about 114 µM), for the others: at the highest dose activity change, negative = inhibition, hits mostly inhibitors; 390,000 tested, 4.4% active; note: % is set by controls: 0 for no effect and ±100 for the full control effect; nearly all actives have a fitted effect of over 50% in size
# ERG-DNA inh: qHTS for Small Molecule Inhibitors of the ERG Ets/DNA interaction; Transcriptional regulator ERG (Homo sapiens), P11308; Potency, µM (series often up to 76.9 µM), for inactives: at the highest dose FP activity, negative = inhibition, hits mostly inhibitors; 370,000 tested, 0.028% active; AID 624246, 2012; fluorescence polarization, His-ERG Ets domain / labelled DNA; active = well fitted inhibition curve with a large enough effect in the polarisation, with a control signal flat; inconclusive = small, poorly fitted or top-dose-only effect, or effect the other way, or a change in a side signal; inactive = no such curve, though single readings can be large or run the other way; the % refers to the polarisation;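 note: polarization taken with two DNA probes labelled with fluorescein and Texas red; % of control where 0% means no effect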
#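 His-tagged ERG Ets domain (1 uM in the protein solution; 300mM KCl, 50mM Tris-HCl, 1mM EDTA, 1mM DTT, pH 7.5) received compound, then a probe mix of 5 nM fluorescein-DNA and 100nM Texas-615-DNA. Fluorescence polarization was read for both dyes.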
# GLS inh: qHTS for Inhibitors of Glutaminase (GLS); Glutaminase kidney isoform, mitochondrial (Homo sapiens), O94925; GLS enzymatic activity, qHTS titration; Potency, µM (doses to about 45.5 µM), inactives show at the highest dose activity change, negative = inhibition, actives largely listed as inhibitors; 410,000 tested, 0.21% active; note: % is set by controls: 0 for no effect and ±100 for the full control effect
# Target sequence (O94925 whole entry, looked up, canonical isoform): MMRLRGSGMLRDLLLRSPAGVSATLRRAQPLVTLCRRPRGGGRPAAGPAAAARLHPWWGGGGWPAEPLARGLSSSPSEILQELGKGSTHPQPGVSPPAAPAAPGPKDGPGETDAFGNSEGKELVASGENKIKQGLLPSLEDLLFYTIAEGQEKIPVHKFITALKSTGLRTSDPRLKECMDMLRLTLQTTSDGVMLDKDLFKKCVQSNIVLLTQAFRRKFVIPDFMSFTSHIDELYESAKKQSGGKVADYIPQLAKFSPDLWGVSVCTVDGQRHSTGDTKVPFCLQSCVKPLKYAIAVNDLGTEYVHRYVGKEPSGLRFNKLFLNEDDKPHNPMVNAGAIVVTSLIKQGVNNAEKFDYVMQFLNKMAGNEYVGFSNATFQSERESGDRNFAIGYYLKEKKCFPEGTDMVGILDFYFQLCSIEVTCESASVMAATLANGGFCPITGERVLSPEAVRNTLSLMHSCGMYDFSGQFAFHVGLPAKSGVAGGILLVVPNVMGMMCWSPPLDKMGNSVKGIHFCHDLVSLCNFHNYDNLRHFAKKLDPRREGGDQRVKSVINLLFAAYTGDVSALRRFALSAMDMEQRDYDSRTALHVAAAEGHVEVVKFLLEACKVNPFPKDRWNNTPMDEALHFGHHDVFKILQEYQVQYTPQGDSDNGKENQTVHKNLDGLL
#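 Two-point fluorescence kinetic (t0, 30 min RT) for hKGA; glutamate detected via glutamate oxidase–HRP–Amplex Red. Substrate: 1 mM L-glutamine solution; buffer 45 mM KH2PO4, pH 8.2.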
# TrxR1 inh: qHTS Assay for Inhibitors of Mammalian Selenoprotein Thioredoxin Reductase 1 (TrxR1): qHTS; Thioredoxin reductase 1, cytoplasmic (Rattus norvegicus), O89049; recombinant rTrxR1, NADPH fluorescence consumption, selenite substrate; Potency, µM (top dose mostly 114 µM), inactives show at the highest dose activity change, negative = inhibition, actives largely listed as inhibitors; 390,000 tested, 1% active; AID 588453, 2011; note: % is set by controls: 0 for no effect and ±100 for the full control effect; nearly all actives have a fitted effect of over 65% in size
#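 Rat TrxR1 (90 nM in the dispensed reagent) was pre-reduced with 400 uM NADPH for 5 min at room temperature, then incubated with compound for 15 min. After 400 uM selenite was added, NADPH fluorescence (Ex 340/Em 450 nm) was followed for 8 min.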
# ALOX12 inh: Primary qHTS assay for inhibitors of human arachidonate 12S-lipoxygenase (ALOX12): Round 2; Polyunsaturated fatty acid lipoxygenase ALOX12 (Homo sapiens), P18054; purified 12hLO, xylenol orange hydroperoxide absorbance; Potency, µM (titrated, usually from 108 µM), without a hit: at the top dose activity change, negative = inhibition, usual class: inhibitors; 580,000 tested, 1.1% active; AID 1671190, 2021; note: % is set by controls: 0 for no effect and ±100 for the full control effect
#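 Purified human 12hLO (150 nM final) in 25 mM Hepes, 0.01% Triton X-100, pH 7.0 was preincubated 15 min at room temperature with compound. Then 40 uM arachidonic acid was added, 30 min. Hydroperoxide was read by Fe-XO absorbance ratio 573/405 nm.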
# Pin1 inhibitor: qHTS Assay to Find Inhibitors of Pin1. Peptidyl-prolyl cis-trans isomerase NIMA-interacting 1 (Homo sapiens), Q13526. Pin1 FP peptide displacement, HiFluor488, 10 min. Potency, µM (titrated, usually from 115 µM), for inactives: at the top dose activity, negative = inhibition, most hits filed as inhibitors. 390,000 tested, 0.009% active; active = well fitted inhibition curve with a large enough effect in the polarisation, with a control signal flat, not every such curve was filed as active; inconclusive = small, poorly fitted or top-dose-only effect, or effect the other way, or a change in a side signal; inactive = no such curve, though single readings can be large or run the other way; the % refers to the polarisation; note: % is set by controls: 0 for no effect and ±100 for the full control effect
# Target sequence (Q13526 whole entry, looked up): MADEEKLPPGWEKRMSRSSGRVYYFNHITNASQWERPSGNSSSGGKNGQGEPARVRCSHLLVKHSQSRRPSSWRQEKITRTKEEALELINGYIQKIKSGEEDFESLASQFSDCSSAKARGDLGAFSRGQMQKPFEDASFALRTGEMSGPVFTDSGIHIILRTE
# RGS4 inh: Inhibitors of Regulator of G Protein Signaling (RGS) 4: qHTS; Regulator of G-protein signaling 4 (Homo sapiens), P49798; Transcreener GDP fluorescence polarization, RGS4-accelerated GTP hydrolysis; Potency, µM (doses to about 114 µM), for the others: top-dose activity change, negative = inhibition, usual class: inhibitors; 390,000 tested, 0.039% active; note: % is set by controls: 0 for no effect and ±100 for the full control effect; nearly all actives have a fitted effect of over 75% in size; some results filed as inactive show a strong effect at the top dose
# Target sequence (P49798 whole entry, looked up): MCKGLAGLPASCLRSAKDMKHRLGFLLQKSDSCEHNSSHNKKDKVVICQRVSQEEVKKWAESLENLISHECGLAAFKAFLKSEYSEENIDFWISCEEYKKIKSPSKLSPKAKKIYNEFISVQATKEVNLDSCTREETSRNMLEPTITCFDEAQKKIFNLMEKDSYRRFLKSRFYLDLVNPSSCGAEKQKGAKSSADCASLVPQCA
#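 MLSMR compounds (23 nl, pin-transferred) preincubated 10 min at room temperature with a 500nM (2x) first reagent, then RGS4 at 900nM (2x) plus Transcreener GDP mix added; fluorescence polarization (620/688 nm) read before and after 90 min at 30 °C.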
# PGK inhibitor: qHTS Assay to Find Inhibitors of Phosphoglycerate Kinase | Phosphoglycerate kinase, glycosomal (Trypanosoma brucei brucei), P07378 | PGK/GAPDH coupled, Kinase-Glo luminescence, 60 min | Potency, µM (series often up to 57.5 µM), for inactives: top-dose activity change, negative = inhibition, hits mostly inhibitors | 380,000 tested, 0.043% active; note: % is set by controls: 0 for no effect and ±100 for the full control effect; nearly all actives have a fitted effect of over 60% in size
#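 Luminescent ATP detection (Kinase-Glo Plus) follows a 60-minute room-temperature incubation, with wells lacking PGK as controls. Buffer: 100 mM TEA (pH 7.6), 5 mM MgCl2, 0.01% Tween-20. Coupling enzyme GAPDH (100 nM final) supplies unstable 1,3-BPG in-well.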
# HP1b chromo inh: HTS for Inhibitors of HP1-beta Chromodomain Interactions with Methylated Histone Tails; Chromobox protein homolog 1 (Homo sapiens), P83916; AlphaScreen HP1-beta / biotin-H3K9me3 peptide binding; Potency, µM (series often up to 114 µM), for the others: at the highest dose activity change, negative = inhibition, usual class: inhibitors; 390,000 tested, 0.56% active; AID 540317, 2011; note: nearly all actives have a fitted effect of over 70% in size; inactives centre near 23
#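 AlphaScreen: HP1-beta (50 nM) preformed 30 min with biotin-H3(1-18)K9me3 peptide (50 nM) in PBS pH 7.4, 0.01% Tween-20. Compound added for 30 min at RT, then streptavidin donor/nickel chelate acceptor beads (10 ug/mL) for 30 min.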
# Active calls of the source: *; i = inactive; ? = inconclusive; nt = no result given; [ ] = dose if it differs, or a comment. Unless noted, calls come from the whole dose curve; as a rule, active = well fitted curve in the direction sought with a large enough effect; inconclusive = small, poorly fitted or top-dose-only effect, or another doubt; inactive = no such curve, though single readings can be large; an effect the other way counts as inactive or inconclusive. Potency is the fitted concentration of half-maximal effect. A portion of the library, so the mix of outcomes need not match the whole.
Compound	JMJD2A Tudor	ERG-DNA inh	GLS inh	TrxR1 inh	ALOX12 inh	Pin1 inhibitor	RGS4 inh	PGK inhibitor	HP1b chromo inh
c1ccc2c(c1)ncn2CCC1CCCCC1	-9.0%	-10.5%	-7.0%	-1.6%	-13.1%	-5.5%	7.7%	i	29.0%
Cc1cc(=O)[nH]c(Nc2cccc(Br)c2)n1	-10.0%	-8.1%	0.8%	7.2%	16.5%	-1.3%	1.2%	-8.0%	11.5%
COc1cc(/C=N/NC(=O)/C(=C\c2ccc([N+](=O)[O-])cc2)NC(=O)c2ccccc2)cc(OC)c1O	?	-10.2%	15.8%	0.2%	?	1.1%	-20.2%	1.6%	2.4%
COc1cc(C)nc(NS(=O)(=O)c2ccccc2)n1	-12.9%	-2.1%	-3.0%	-1.4%[57.1 µM]	24.8%	-2.2%	2.9%	-2.3%	42.0%[activator]
CCC(C)NC(=O)CN(c1ccc(OC)cc1)S(=O)(=O)c1ccc(NC(C)=O)cc1 (stereo unspecified)	-17.4%	-1.5%	13.3%	-6.2%	0.0%	-5.7%	12.9%	-6.3%	6.3%
COc1ccc(C(=O)c2oc3ccccc3c2NC(=O)COc2ccc(C)cc2)cc1	-2.1%	0.4%	6.8%	12.9%[57.1 µM]	-28.8%	-3.2%	-3.3%	-1.8%	27.7%
O=C(COc1ccc(Cc2ccccc2)cc1)c1ccc(F)cc1	105.1%[activator]	0.9%	3.9%	-0.3%	-3.8%	-0.2%	-6.5%	i	202.7%[activator]
C/C(CC(=O)Nc1ccc(C)c(Cl)c1)=N\NC(=O)Cc1ccccc1	-22.2%	7.2%	12.1%	-2.3%	7.7%	-8.4%	9.1%	-6.1%	30.4%
COC(=O)NCc1cc2cc(Cl)ccc2[nH]1	-6.7%	-0.4%	7.0%	23.1%	?	0.7%	1.7%	-0.6%	25.1%
Cc1ccc(NC(=O)Cn2sc3nc(C)cc(C)c3c2=O)c(Cl)c1	1.58µM*	-1.5%	-16.9%	-26.1%	2µM*	2.6%	-77.2%[11.4 µM]	0.9%	?
COc1ccccc1NC(=O)NCCc1c[nH]c2ccccc12	-12.6%	-9.1%	12.5%	6.9%	-3.5%	-2.2%	19.4%	-8.2%	22.0%
O=C(C[n+]1cccc(CNC(=O)c2ccc(OC(F)F)cc2)c1)Nc1ccc(F)cc1	-18.6%	-4.5%	5.5%	-17.4%	-3.4%	1.9%	6.4%	i	8.3%
CCN1C(=O)[C@H]2[C@@H](c3ccc(-c4cc(C(C)=O)cs4)cc3)N3CCC[C@@]3(C(=O)OC)[C@H]2C1=O	-10.1%	3.5%	5.2%	0.8%[57.1 µM]	-2.4%	0.5%	5.2%	-2.2%	18.4%
O=[N+]([O-])c1ccc(-c2nnc(-c3ccccc3)c(NCCCO)n2)cc1	-14.8%	-22.9%	-4.1%	-18.0%	-22.1%	4.3%	-10.7%	4.0%	31.9%
Cc1ccc(N(CC(O)CN2C(=O)NC(C)(C)C2=O)S(=O)(=O)c2ccc(C)cc2)cc1 (stereo unspecified)	-3.7%	-3.2%	0.0%	10.5%	-24.2%	6.0%	34.2%	-5.9%	13.9%[57 µM]
CC(OC(=O)c1cccc(S(=O)(=O)N2CCCCCC2)c1)C(=O)Nc1ccc(S(N)(=O)=O)cc1 (stereo unspecified)	-17.9%	5.6%	3.6%	16.5%	-26.0%	-12.1%	17.7%	-3.6%	5.6%
COc1ccc(CN(C)CC(=O)Nc2cccc3ccccc23)cc1F	-0.7%	8.0%	-5.1%	21.3%	-14.1%	-7.9%	-13.2%	i	28.6%
Cc1c(Cc2ccccc2)c(=O)oc2c(CN(C)C)c(O)c(Cl)cc12	?	-1.7%	-0.5%	?	-8.4%	1.9%	-6.9%	12.2%	13.3%
O=C(CCc1nc(-c2ccccc2Cl)no1)NC1CCCC1	-9.6%	-7.6%	0.2%	18.4%	336.5%[activator]	-3.1%	4.1%	3.4%	43.1%[activator]
Cc1cccc2c(=O)cc(C)n(CC(=O)N3CCCCC3)c12	4.4%	6.4%	-4.4%	15.8%	-21.5%	-0.7%	-0.2%	7.2%	35.7%
CC1CCN(c2nc(-c3ccc(C(C)(C)C)cc3)nc3ccccc23)CC1	7.5%	-1.5%	-13.1%	9.3%	-12.0%	63.4%[activator]	12.4%	2.8%	43.3%[activator]
Cc1nc(N2CCN(c3ccccn3)CC2)c2c(C)c(C(=O)N3CCN(c4cccc(Cl)c4)CC3)sc2n1	-32.2%	-12.5%	25.0%	8.0%	-23.6%	-3.3%	-4.2%	2.0%	-12.5%
COCCNC(=O)c1cnc2sc(N3CCCCC3)nn2c1=O	-9.7%	5.1%	18.7%	26.5%[57.1 µM]	-19.8%	-1.4%	-1.2%	3.3%	16.0%
CC(=O)c1c(C)nc(-c2ccc3c(c2)OCO3)n1O	-22.1%	-8.6%	5.0%	-12.0%	-10.7%	-1.7%	-31.4%	i	34.1%
CC(C)(C)NC(=O)C(c1ccc(-c2ccccc2)cc1)N(C[C@H]1CC[C@@H]([C@@H]2CC[C@H](CO)O2)O1)C(=O)c1ccc(C(C)(C)C)cc1 (stereo partly specified)	?	-6.8%	-3.2%	3.3%	?	?	11.5%	1.3%	7.5%
Cc1ccc(C)c(N2CCN(S(=O)(=O)c3ccc(-c4ccc(=O)[nH]n4)o3)CC2)c1	-4.1%	4.7%	?	19.8%	-1.1%	11.5%	30.2%	4.5%	30.3%
CC(C)COc1ccc(C(=O)N(Cc2ccc(N(C)C)cc2)Cc2ccco2)cc1	14.1µM*	-16.7%	0.5%	18.2%	0.0%	-9.0%	13.3%	nt	-15.0%
COc1cccc(-n2c(=O)c3c(C)c(C(=O)N(C)C)sc3n(CC(=O)NCC3CCCO3)c2=O)c1 (stereo unspecified)	-8.9%	-3.9%	2.4%	7.2%[57.1 µM]	-5.2%	-9.7%	-2.2%	-0.1%	0.8%
COc1ccc(C(=O)Nc2c(Cl)cc(Cl)cc2C(=O)N2CCC(C)CC2)cc1	-22.1%	-1.1%	5.4%	25.6%	-3.7%	-5.7%	14.7%	-9.9%	6.5%
O=C(C(Cl)Cl)N1CCN(c2ccccn2)CC1	-12.1%	2.1%	2.6%	4.1%	-28.5%	0.6%	12.7%	-2.5%	10.2%

# No new results follow: 2 of the compounds above.
Compound	JMJD2A Tudor	ERG-DNA inh	GLS inh	TrxR1 inh	ALOX12 inh	Pin1 inhibitor	RGS4 inh	PGK inhibitor	HP1b chromo inh
CC(OC(=O)c1cccc(S(=O)(=O)N2CCCCCC2)c1)C(=O)Nc1ccc(S(N)(=O)=O)cc1 (stereo unspecified)	-17.9%	5.6%	3.6%	16.5%	-26.0%	-12.1%	17.7%	-3.6%	5.6%
COc1ccc(CN(C)CC(=O)Nc2cccc3ccccc23)cc1F	-0.7%	8.0%	-5.1%	21.3%	-14.1%	-7.9%	-13.2%	i	28.6%

# Remaining list, next part:
Compound	JMJD2A Tudor	ERG-DNA inh	GLS inh	TrxR1 inh	ALOX12 inh	Pin1 inhibitor	RGS4 inh	PGK inhibitor	HP1b chromo inh
Cc1csc(NC(=O)c2ccoc2C)n1	12.7%	2.6%	2.5%	9.6%	-20.6%	?	1.2%	-14.4%	10.2%
CC(=O)c1ccc(N(C(=O)Cc2c[nH]c3ccccc23)C(C(=O)NC2CCCCC2)c2cccs2)cc1 (stereo unspecified)	?	6.6%	0.9%	-4.9%	-26.1%	?	-25.2%	0.5%	-4.9%
CCOC(=O)c1ccc(-c2csc(NC(=O)CN3CCC(C)CC3)n2)cc1	-3.9%	-11.2%	-1.9%	24.7%	2.9%	-5.3%	-10.4%	i	29.4%
Nc1[nH]nc2ncc3cc4ccccc4nc3c12	-20.6%	5.7%	-10.6%	25.7%[57.1 µM]	-13.7%	0.0%	-29.1%	i	26.3%
CCc1nnc2c3ccccc3nc(Nc3ccc(F)cc3C)n12	15.1%	-0.3%	2.9%	12.0%	-14.7%	-7.4%	3.3%	1.6%	51.8%[activator]
O=C(/C=C/c1ccc(Cl)cc1Cl)n1cccn1	-5.3%	-1.2%	5.2%	?	0.0%[57.4 µM]	-0.2%	-13.0%	6.7%	-3.3%
CC(C)OC(=O)c1ccc(NC(=O)c2cncc(Br)c2)cc1	2.0%	7.5%	5.6%	8.8%[57.1 µM]	-10.6%	7.9%	-16.1%	-4.3%	31.9%
O=C(CCSCCc1ccccn1)Nc1nccs1	-15.9%	-10.0%	1.2%	10.4%	31.1%[57.4 µM]	-0.9%	-20.8%	-4.1%	36.1%
COc1ccc(OC)c(NC(=S)N(CCc2c(C)[nH]c3ccc(C)cc23)Cc2cccs2)c1	?	2.2%	5.5%	17.8%	-28.4%	33.7%[activator]	12.0%	0.0%	7.4%
